NF-kB expr up – raises NF-kB expression in human neuronal cells. AID 1239. 190,000 compounds, 1.6% hits. NF-kB reporter expression; stronger effect = higher value. fold change at 12.5 µM; in the data active = fold change above about 3.3
Redox H2O2 prof – compounds producing H2O2 with reducing agent – biochemical, NIH compound library profiling, artefact control for MLSCN library redox annotation, primary screen; DTT-dependent redox cycling H2O2, phenol red/HRP absorbance; 100% = 100 µM peroxide control, 0% = buffer; 200,000 compounds, 0.03% hits; activation, % at 10 µM;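 active = activation of at least 50% relative to the plate's high and low controls in the primary single-dose screen; inactive = activation below 50%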;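 note: compound incubated with DTT at 0.8 mM final as the reducing agent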
HMGR II inh – inhibitors of class II HMG-CoA reductase from Enterococcus faecalis. inhibition, % at 10 µM. purified E. faecalis HMGR, NADPH absorbance 340 nm kinetic. 190,000 compounds, 0.41% hits. AID 1066;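 active = inhibition above a set limit, the median over all tested compounds plus 3 SD, cut at about 9.5% in these data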;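 note: enzyme runs in reverse so mevalonate oxidation gives rising NADPH absorbance; 0% = complete reaction with DMSO and 100% = background rate lacking mevalonate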
G6PDH counter – counter-screen for G6PDH assay hits: L. mesenteroides G6PDH inhibition | Purified L. mesenteroides G6PDH, diaphorase/resazurin coupled fluorescence, 45 min | inhibition, % at 5 µM | 200,000 compounds, 0.12% hits | AID 1020; in the data active = inhibition above about 50%
FLuc inhib CS – counter-screen for luciferase assay inhibitors: firefly luciferase inhibition. P08659. ATPLite firefly luciferase biochemical luminescence, 10 min. inhibition, % at 10 µM. 200,000 compounds, 1.5% hits. AID 1006;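 active = inhibition above about 50% when tested at 10 µM, limit read from the data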
Target sequence (P08659 whole entry, looked up): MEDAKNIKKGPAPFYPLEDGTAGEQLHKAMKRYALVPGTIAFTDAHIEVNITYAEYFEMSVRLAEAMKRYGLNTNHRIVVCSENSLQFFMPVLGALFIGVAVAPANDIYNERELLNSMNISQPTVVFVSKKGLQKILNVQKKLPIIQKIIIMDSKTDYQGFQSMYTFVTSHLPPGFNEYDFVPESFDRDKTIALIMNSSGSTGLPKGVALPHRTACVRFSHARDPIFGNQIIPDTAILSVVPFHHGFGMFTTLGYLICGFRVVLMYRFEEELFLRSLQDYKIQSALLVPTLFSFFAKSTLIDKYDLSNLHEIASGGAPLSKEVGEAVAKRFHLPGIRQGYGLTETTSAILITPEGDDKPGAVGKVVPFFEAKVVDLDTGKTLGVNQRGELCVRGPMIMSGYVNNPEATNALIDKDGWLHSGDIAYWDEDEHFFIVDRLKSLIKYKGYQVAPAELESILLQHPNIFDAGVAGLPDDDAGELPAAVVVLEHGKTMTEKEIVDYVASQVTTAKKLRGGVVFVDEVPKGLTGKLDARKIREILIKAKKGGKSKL
STAT1 activator – activators of IFN-gamma induced STAT1 signaling. NIH 3T3 STAT1-luciferase reporter, luminescence; 100% = IFN-gamma alone, no compound. activation (% of control), % at 5.5 µM. AID 932. 200,000 compounds, 2.6% hits;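 active = activation above the screen-wide mean activation plus 3 SD, cut at about 130% in these data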;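 note: raw ratio to IFN-gamma control signal so 100% means no change and 0% no light; values of inactives mirror those of a sister screen read the other way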
APP 5'UTR act – activates APP 5'UTR luciferase reporter; SH-SY5Y APP 5'UTR luciferase reporter, luminescence; zero percent = DMSO vehicle wells; activation, % at 2 µM; 190,000 compounds, 1% hits; AID 1276;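 active = activation above a set limit, based on mean plus 3 SD of controls, cut at about 140% in these data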; note: values of inactives mirror those of a sister screen read the other way
APP 5UTR inh – APP translation inhibition; inhibition, % at 2 µM; SH-SY5Y APP 5'UTR-luciferase reporter, luminescence; AID 1285; 190,000 compounds, 0.82% hits;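 active = inhibition above a set limit, derived from the sample mean plus 3 SD, cut at about 45% in these data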; note: values of inactives mirror those of a sister screen read the other way
Hsp70 activator – transcriptional activators of Hsp70 | AID 1203 | 200,000 compounds, 0.04% hits | activation, % at 10 µM | HeLa Hsp70 promoter luciferase reporter, luminescence; scaled: vehicle 0, proteasome-inhibitor control 100%;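 active = activation above the mean across all tested compounds plus 3 SD, cutoff set per campaign, cut at about 5.5% in these data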;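 note: 100% = MG132 at 30 µM as the positive control and 0% = DMSO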
FLuc stim CS – affects firefly luciferase, flagging false hits in luciferase stimulation screens. AID 1027. activation factor at 10 µM. ATPlite luciferase biochemical, luminescence, 10 min; 0 = ATP-free wells, 1 = DMSO control. P08659. 200,000 tested, under 10 active;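 active = luciferase activation factor, scaled between plate controls, of at least 2 with compound at 10 µM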
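System: Luciferase/luciferin detection reagent, cell-free biochemical luciferase assay | Medium: PBS buffer for ATP | Dosing: Test compounds dosed from 2 mM stocks in 100% DMSO | Timing: 10 min at ambient temperature | Signal: Luminescence measurement of luciferase light output | Evaluation: Luciferase activation, seen as luminescence increase over controls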
Numbers without * were called inactive; nt = not tested or not shown. Random draw from the library; about 5.3% have a hit in one of these screens.

A first look, two compounds:
SMILES | NF-kB expr up | Redox H2O2 prof | HMGR II inh | G6PDH counter | FLuc inhib CS | STAT1 activator | APP 5'UTR act | APP 5UTR inh | Hsp70 activator | FLuc stim CS
CC1=C(C(=O)OC(C)C)C(c2ccc(C)o2)NC(=O)N1 (stereo unspecified) | 1.2 | 0.2 | 11* | 10 | -4 | 105 | 1 | -1 | -0.1 | 1
CC(=O)Nc1ccc(N=Nc2ccc(O)cc2)cc1 | 9.2* | 1.5 | -1 | -7 | 46 | 152* | 81 | -81 | -0.2 | 0.5

All compounds of this part, from the start:
SMILES | NF-kB expr up | Redox H2O2 prof | HMGR II inh | G6PDH counter | FLuc inhib CS | STAT1 activator | APP 5'UTR act | APP 5UTR inh | Hsp70 activator | FLuc stim CS
CC1=C(C(=O)OC(C)C)C(c2ccc(C)o2)NC(=O)N1 (stereo unspecified) | 1.2 | 0.2 | 11* | 10 | -4 | 105 | 1 | -1 | -0.1 | 1
CC(=O)Nc1ccc(N=Nc2ccc(O)cc2)cc1 | 9.2* | 1.5 | -1 | -7 | 46 | 152* | 81 | -81 | -0.2 | 0.5
Cc1ccc(C)c(N(C)C(=O)c2coc(=O)c3ccccc23)c1 | 1.1 | 1.7 | -3 | 4 | -4 | 100 | 6 | -6 | 0.0 | 1
CCN(CC)CCNc1ncnc2c1sc1nc(N3CCCC3)c3c(c12)CC(C)(C)OC3 | nt | -0.8 | -4 | 6 | -2 | 95 | 8 | -8 | -0.5 | 1
CC(=O)Nc1ccc(S(=O)(=O)Nc2nnc(C(C)C)s2)cc1 | 1.1 | 0.1 | -3 | 13 | 0 | 99 | 12 | -12 | -0.3 | 1
CC(NC(=O)Cn1cc(C(=O)C2CC2)c2ccccc21)c1ccccc1 (stereo unspecified) | 0.93 | 1.4 | -1 | 2 | 0 | 103 | 9 | -9 | -0.1 | 1
O=C(Nc1nn[nH]n1)c1ccc(S(=O)(=O)N2CCCCC2)cc1 | 0.97 | 0.0 | -5 | 13 | -4 | 102 | 23 | -23 | -0.3 | 1
CNC(=O)NC(=O)C(C)OC(=O)CCCSc1nc2ccccc2s1 (stereo unspecified) | 0.76 | nt | -1 | 7 | 1 | 94 | -13 | 13 | -0.3 | 1
COc1ccc(-n2ncc3c(NCCN4CCOCC4)ncnc32)cc1 | 0.64 | 2.0 | -4 | 6 | 6 | 125 | 59 | -59 | -0.2 | 0.9
COC(=O)c1cc(NS(=O)(=O)c2ccc3c(c2)CCC(=O)N3)cc(C(=O)OC)c1 | 1.2 | 1.9 | -1 | -19 | -9 | 100 | 1 | -1 | 0.1 | 1.1
CCN(c1ccc(NC(=O)COC(=O)CCc2cc(OC)c(OC)c(OC)c2)cc1)C(C)C | 1.1 | -0.7 | 1 | 5 | -8 | 103 | -14 | 14 | -0.3 | 1.1
COC(=O)c1ccc(Oc2c(C)oc3c(CN4CCN(C)CC4)c(O)ccc3c2=O)cc1 | 1.3 | 0.0 | 2 | 12 | -4 | 105 | -10 | 10 | -0.7 | 1
COc1ccc(-n2c(SCC3CNC(=O)O3)nnc2-c2ccc(Cl)cc2)cc1 (stereo unspecified) | 0.86 | 0.1 | -1 | -2 | -6 | 113 | -17 | 17 | -0.3 | 1.1
Cc1nc(CS(=O)(=O)c2ccccc2)cc(Sc2ccc(Cl)cc2)n1 | 1.5 | 2.2 | -3 | -4 | -7 | 108 | 39 | -39 | 0.3 | 1.1
CC1COC(c2cccn2Cc2ccccc2Cl)=N1 (stereo unspecified) | 1.2 | -2.3 | 0 | 2 | -4 | 104 | 4 | -4 | -0.2 | 1
CCN1C(=O)N[C@@H](c2ccc(Br)cc2)C(C(=O)OC)=C1C | 0.93 | 0.4 | -6 | 12 | -7 | 106 | 16 | -16 | 0.7 | 1.1
COc1cccc(C2C(C(N)=O)=C(C)Nc3nc(-c4cccc(Cl)c4)nn32)c1 (stereo unspecified) | 1.4 | -1.2 | -5 | 3 | -4 | 95 | 0 | 0 | -0.1 | 1
COc1cccc(N2CCN(C(=O)CCn3c(=S)[nH]c4cc5c(cc4c3=O)OCO5)CC2)c1 | 0.85 | 0.1 | -4 | 3 | -3 | 98 | -2 | 2 | -0.3 | 1
CCOc1ccc(NC(=O)c2cc3n(n2)C(C(F)(F)F)CC(c2ccco2)N3)cc1 (stereo unspecified) | 1.2 | 2.1 | -8 | 10 | -2 | 96 | 2 | -2 | -0.5 | 1
CC1=CC(C)(C)Nc2ccc(OC(=O)C(Cc3ccccc3)N3C(=O)C4CCCCC4C3=O)cc21 (stereo unspecified) | 1.2 | -0.4 | -3 | 8 | -2 | 98 | -22 | 22 | -0.3 | 1
COc1cc(NC(=O)Cn2c(=O)n(CC3CCCO3)c(=O)c3ccccc32)cc(OC)c1 (stereo unspecified) | 1.3 | -0.3 | -1 | -2 | 2 | 95 | 7 | -7 | 0.1 | 1
Cc1[nH]c2ccccc2c1C(=O)CSc1nc2ccccc2[nH]1 | 0.5 | -6.8 | -3 | 3 | -2 | 115 | 34 | -34 | 0.2 | 1
Cn1cccc1/C=C1\CCC/C(=C\c2cccn2C)C1=O | 6* | 0.9 | -1 | 1 | 21 | 152* | 143* | -143 | 0.2 | 0.8
Cc1ccc(C(=O)ONc2ccc(N=NC(=O)c3ccccc3O)cc2)cc1 | 1.9 | -0.1 | -10 | 4 | 32 | 102 | 17 | -17 | -0.3 | 0.7
O=C(CC1Nc2ccccc2NC1=O)Nc1ccccc1NC(=O)CC1Nc2ccccc2NC1=O (stereo unspecified) | 1.5 | -3.4 | -10 | 17 | 8 | 108 | 18 | -18 | 0.2 | 0.9
CC(=O)c1cc(-c2ccccc2)n(CCC(=O)NC2CCCCCC2)c1C | 0.9 | -0.4 | -3 | -8 | -5 | 107 | 0 | 0 | -0.5 | 1.1
N#Cc1c(-c2ccc(F)cc2)nc(-c2ccccc2)[nH]c1=O | 0.97 | 0.3 | -1 | 4 | 2 | 101 | 1 | -1 | -0.1 | 1
O=C(OCc1ccccc1)C1=NNC2C(=O)N(Cc3ccccc3)C(=O)C12 (stereo unspecified) | 1.3 | -0.2 | -3 | 19 | -4 | 102 | -8 | 8 | -0.3 | 1
O=C(Cn1c(=O)sc2ccccc21)Nc1ccc(S(=O)(=O)N2CCCCC2)cc1 | 0.96 | 0.0 | -3 | 4 | -7 | 87 | 9 | -9 | 0.0 | 1.1
CC(=O)C1=C(C)NC(=O)NC1c1cccc([N+](=O)[O-])c1O (stereo unspecified) | 1.2 | 8.5 | -2 | 2 | -8 | 93 | -7 | 7 | 0.3 | 1.1
CC(C)C[C@H](NC(=O)N1CCN(c2ccccc2)CC1)C(=O)O | 1.5 | 0.3 | -7 | 10 | -6 | 104 | 14 | -14 | -0.5 | 1.1
c1ccc(CCNc2ncnc3nc[nH]c23)cc1 | 2.1 | 2.5 | 2 | -4 | 5 | 105 | 25 | -25 | -0.3 | 0.9
Clc1ccccc1Cn1c(/C=C/c2ccco2)nc2ccccc21 | 1.6 | 2.8 | -1 | 10 | 13 | 101 | -2 | 2 | -0.2 | 0.9
COc1cccc(-c2cc3nc(-c4ccccc4)cc(N4CCCC(O)C4)n3n2)c1 (stereo unspecified) | 0.55 | -0.2 | -3 | 7 | -2 | 95 | -5 | 5 | 0.1 | 1
COc1ccccc1-n1c(SCC(=O)NC2CCCCC2)nc2c(c1=O)SCC2 | 0.81 | -0.8 | 3 | 1 | -7 | 92 | 1 | -1 | -0.2 | 1.1
CC(C)OC(=O)CSc1nnc2c(n1)[nH]c1ccc(F)cc12 | 1.1 | -2.9 | 0 | -6 | 0 | 84 | -3 | 3 | -0.2 | 1
CCc1nnc(NC(=O)CCC(=O)N2CCN(c3ccccn3)CC2)s1 | 1.2 | 2.2 | 0 | 6 | -5 | 98 | -2 | 2 | 0.3 | 1
CN(C)S(=O)(=O)Oc1cc(Cl)ccc1C(=O)Nc1ccc(F)cc1F | 1.1 | -0.7 | -5 | 3 | -6 | 93 | 14 | -14 | -0.3 | 1.1
c1ccc2c(c1)c1c3n2CCNC3CCC1 (stereo unspecified) | 0.87 | -0.5 | -2 | 9 | -1 | 97 | 16 | -16 | -0.3 | 1
Cc1cc(C(=O)O)sc1C | 1.3 | -0.1 | -3 | 11 | -12 | 95 | -2 | 2 | -0.3 | 1.1
CCCN(CCC)C1CC(=O)N(Cc2ccccc2)C1=O (stereo unspecified) | 1 | -0.1 | 3 | 8 | -1 | 102 | 3 | -4 | -0.3 | 1
O=C(O)[C@H](Cc1ccccc1)N1C(=O)c2ccncc2C1=O | 1 | 0.2 | 1 | 18 | 0 | 95 | -2 | 2 | 0.4 | 1
CN1CCN(c2ccc(Cl)cc2NS(=O)(=O)c2ccccc2Cl)CC1 | 1.2 | -0.6 | -2 | 0 | -3 | 95 | 3 | -2 | 0.1 | 1
COc1ccc(C)cc1NC(=O)CN(C)S(=O)(=O)c1cnc[nH]1 | 1.2 | 0.2 | -3 | 0 | -4 | 106 | 0 | 0 | -0.3 | 1
Fc1ccc2nc(N3CCCC3)sc2c1 | 0.81 | -1.8 | 1 | 3 | 23 | 128 | 97 | -97 | 0.5 | 0.8
CCOC(=O)NNC(=O)C12CC3CC(CC(C3)C1)C2 | 1.1 | 0.4 | -8 | -2 | -10 | 103 | -9 | 9 | -0.4 | 1.1
N#Cc1cc2c(=O)n3ccccc3nc2n(Cc2cccnc2)c1=N | nt | 2.6 | nt | nt | nt | 94 | -2 | 2 | -0.2 | nt
CCOC(=O)c1cccc(NC(=O)C2CCN(S(=O)(=O)c3cccs3)CC2)c1 | 0.75 | 0.0 | 0 | 3 | -1 | 95 | -11 | 11 | 0.2 | 1
C=CCNc1nc(N)c(C(=O)Nc2cc(C)on2)s1 | 2.2 | 2.6 | 4 | 0 | 36 | 109 | -11 | 11 | 0.1 | 0.6
Cc1ccc(NC(=O)CN2C(=O)S/C(=C/c3ccc(-c4cc(C(=O)O)ccc4C)o3)C2=O)cc1C | 1.1 | 1.2 | -6 | 9 | -1 | 106 | nt | nt | 0.0 | 1

(more compounds)
SMILES | NF-kB expr up | Redox H2O2 prof | HMGR II inh | G6PDH counter | FLuc inhib CS | STAT1 activator | APP 5'UTR act | APP 5UTR inh | Hsp70 activator | FLuc stim CS
Cc1ccccc1N/C(=C(/C(Cl)=C(Cl)Cl)[N+](=O)[O-])n1nnc2ccccc21 | 1.1 | 0.4 | -1 | 12 | 0 | 93 | 16 | -16 | -0.5 | 1
COc1cc(NC(=S)Nc2ccccn2)c(OC)cc1Cl | 1.1 | 0.3 | -5 | 4 | 3 | 112 | 6 | -6 | -0.2 | 1
CC(=O)N(c1cccc(Br)c1)C1C=CS(=O)(=O)C1 (stereo unspecified) | 0.99 | 1.0 | -1 | 2 | -9 | 87 | 8 | -8 | -0.5 | 1.1
Cc1ccccc1OCCSc1nnc(C)n1-c1ccccc1 | 1.4 | 0.1 | -1 | 0 | -2 | 104 | 6 | -6 | -0.2 | 1
CCCc1nc(SCC(=O)N2CCc3ccccc3C2)c2ccccc2n1 | 0.87 | 1.8 | -3 | 6 | -4 | 93 | 4 | -4 | -0.3 | 1
CC(C)CNC(=O)C(=O)N/N=C/c1cccs1 | 1.5 | -3.5 | -1 | 5 | 1 | 113 | 11 | -11 | -0.3 | 1

Screening results as filed in PubChem.
